High-throughput results from PubChem BioAssay.
OX1R antag-1 – human HCRTR1 antagonism. O43613. CHO/OX1R cells, Fluo-8 calcium fluorescence, orexin A. inhibition, % at 5 µM. 330,000 tested, 0.43% active. AID 434989;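 active = inhibition above its plate's threshold, mean inhibition of all tested compounds on the plate plus 3 SD, cut at about 37% in these data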;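 also: 0% = orexin A challenge wells and 100% = SB-334867-A antagonist wells; not every result past the cut was called active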
Target sequence (O43613 whole entry, looked up): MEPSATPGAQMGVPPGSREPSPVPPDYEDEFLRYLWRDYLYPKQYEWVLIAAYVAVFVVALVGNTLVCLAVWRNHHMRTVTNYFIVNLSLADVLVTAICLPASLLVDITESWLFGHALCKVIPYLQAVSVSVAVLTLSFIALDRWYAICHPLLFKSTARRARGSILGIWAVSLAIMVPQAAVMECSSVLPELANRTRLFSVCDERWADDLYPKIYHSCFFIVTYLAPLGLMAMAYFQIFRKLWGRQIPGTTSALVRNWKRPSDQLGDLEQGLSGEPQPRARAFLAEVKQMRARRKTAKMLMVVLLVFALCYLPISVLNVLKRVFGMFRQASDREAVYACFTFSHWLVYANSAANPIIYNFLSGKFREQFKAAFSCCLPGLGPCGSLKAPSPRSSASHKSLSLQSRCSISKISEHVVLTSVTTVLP
OX1R antag-2 – antagonists of human orexin 1 receptor (OX1R). O43613. OX1R-expressing cells, FRET antagonist read-out. inhibition, % at 6.6 µM. 330,000 tested, 1.8% active. AID 485270; in the data active = inhibition mostly above about 38%, no sharp cut-off; inactive = mostly below about 40%;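 also: 0% = agonist challenge alone and 100% = reference antagonist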
The depositor's hits bear a star.

OX1R antag-1	OX1R antag-2	structure
-10	4	Cc1ccc(OCc2nc(-c3ccccc3)no2)cc1
12	25	Cc1cc(C(=O)CSc2nc(N)cc(=O)[nH]2)c(C)n1Cc1ccco1
-22	63	O=C(CC1Nc2ccccc2NC1=O)NCc1cccnc1 (centres undefined)
-18	13	CCOc1cc(NS(=O)(=O)CC)c(OCC)cc1NC(=O)c1ccco1
-3	8	COc1cc(OC)cc(C(=O)N[C@H](C(=O)OCC(=O)Nc2cccnc2Cl)C(C)C)c1
-16	13	O=c1c2c(nc3nc(NCc4cccc(Cl)c4)[nH]n13)CCC2
-23	3	CCc1cccc(C)c1NC(=S)NCc1ccc2c(c1)cc(C)n2C
-38	26	CCCc1nc2c(s1)CCc1onc(-c3ccc(Br)cc3)c1-2
-21	9	CCc1cccc(C)c1NC(=S)NCC1CCN(c2ccc(OC)cc2)C1 (centres undefined)
-21	1	COC(=O)c1cn(C(=O)/C=C/c2ccc(OC)c(OC)c2)c2ccccc12

An excerpt from above in order of molar mass, rising:
OX1R antag-1	OX1R antag-2	structure
-10	4	Cc1ccc(OCc2nc(-c3ccccc3)no2)cc1
-22	63	O=C(CC1Nc2ccccc2NC1=O)NCc1cccnc1 (centres undefined)
-21	1	COC(=O)c1cn(C(=O)/C=C/c2ccc(OC)c(OC)c2)c2ccccc12

4 neighbouring entries from above:
OX1R antag-1	OX1R antag-2	structure
-10	4	Cc1ccc(OCc2nc(-c3ccccc3)no2)cc1
12	25	Cc1cc(C(=O)CSc2nc(N)cc(=O)[nH]2)c(C)n1Cc1ccco1
-22	63	O=C(CC1Nc2ccccc2NC1=O)NCc1cccnc1 (centres undefined)
-18	13	CCOc1cc(NS(=O)(=O)CC)c(OCC)cc1NC(=O)c1ccco1

(continued)
OX1R antag-1	OX1R antag-2	structure
-9	31	COc1cc(C(=O)NC(CCSC)C(=O)OCC(=O)NC(=O)C2CCCCC2)cc(OC)c1OC (centres undefined)
-22	24	COc1ccc(S(=O)(=O)CCC(=O)N2CC(=O)N(CCc3ccccc3)C(=O)C2)cc1
-14	11	O=C1Cc2cc(S(=O)(=O)N3CCNCC3)ccc2N1
-8	9	CC(Oc1ccccc1F)C(=O)NC1CCS(=O)(=O)C1 (centres undefined)
-11	20	O=C(c1cc(S(=O)(=O)N2CCN(c3ccccc3)CC2)ccc1Cl)N1CCCCCCC1
-24	12	CC(C)(C)OC(=O)C[C@@H]1C/C=C\C[C@H](CC(=O)N(CCO)Cc2ccccc2)C(=O)N[C@@H](c2ccccc2)COC1=O
-1	1	COc1ccccc1-n1c(-c2ccc(F)cc2)coc1=O
-6	10	Cc1cc(C)cc(NC(=S)N2C3CCCC2CC(NC(=O)C2CC2)C3)c1 (centres undefined)
-13	4	Cc1cc(C(=O)N/N=C/c2ccc(N(C)C)o2)cs1
-20	8	Cc1cccc(NC(=O)c2ccccc2OCC(=O)c2ccc(F)cc2)c1
-10	12	N=c1c2c3c(sc2ncn1N)CCCCC3
-10	23	CCOC(=O)/C(C#N)=C\c1ccc(CC)s1
-31	4	CCS(=O)(=O)N1Cc2ccccc2CC1C(=O)Nc1nc2ccc(F)cc2s1 (centres undefined)
-26	-4	CC(C)(C)NC(=O)c1ccc2c(c1)N(CC(=O)N1CCCC1)C(=O)C(C)(C)O2
8	5	CCN(C(=O)CN1C(=O)CN(C)C1=O)c1cccc2ccccc12
-12	23	Brc1ccc(CNc2nc3ccccc3n2CCN2CCCCC2)cc1
-14	0	COc1ccc(S(=O)(=O)n2cccc2)c(OC)c1
-28	12	CC(=O)N1CCN(C(=O)CSc2ncnc3sc(C)c(C)c23)CC1
-16	23	O=c1c(C(c2ccc(Cl)cc2)c2c(O)nc3n(c2=O)CCCS3)c(O)nc2n1CCCS2
1	15	COc1ccc(C2c3c(-c4ccccc4)n[nH]c3C(=O)N2c2ccc(C(=O)O)cc2)cc1 (centres undefined)
-18	12	CCc1nnc(NS(=O)(=O)c2ccc(NC(=O)c3cccc([N+](=O)[O-])c3)cc2)s1
-9	15	O=C(CSc1nnc2ccccn12)NNC(=O)c1ccc(F)cc1
-6	26	Cc1cc(Cl)ccc1N=c1ssnc1Cl
-30	28	CC(=O)c1ccc(-c2ccc(C(=O)NCC(c3ccc(F)cc3)N3CCOCC3)o2)cc1 (centres undefined)
-23	6	O=C(c1cccc(OC2CCN(Cc3cccc(OCCO)c3)CC2)c1)N1CCCC1
6	22	CCCNC(=O)C1CCN(c2ccc(S(=O)(=O)N3CCOCC3)cc2Cl)CC1
-13	27	Cc1ccccc1C(=O)N1CCCN(C(=O)c2ccccc2C)CC1
-25	12	CCOc1ccc(CCNC(=O)c2cn(C)c3ccc(S(=O)(=O)N4CCOCC4)cc3c2=O)cc1OCC
4	55	O=C(CSc1nnc2c(n1)[nH]c1ccccc12)NCc1ccco1
-13	19	CN1C(=O)N(S(=O)(=O)c2ccc(F)c(F)c2F)C(=O)C1(C)C
2	3	O=C(COc1ccc(S(=O)(=O)N2CCCC2)cc1Cl)N1CCN(c2ccccc2)CC1
-14	35	CCOc1ccc(C2=Nn3c(nnc3-c3ccccc3OC)SC2)cc1
-4	17	Cc1cccc(OCC(=O)NCCCNC(=O)c2ccccn2)c1
-15	7	COc1cc2c(cc1OC)CN(CC(=O)Nc1ccc(F)cc1F)CC2
-7	15	CCOC(=O)N1CCC(NC(=O)c2ccc3c(c2)sc2nc(-c4ccccc4)cn23)CC1
-32	15	CCOc1nc(C)cc(C)c1S(=O)(=O)c1ccc(Cl)cc1
0	44	CN(C(=O)COC(=O)CSc1ccc([N+](=O)[O-])cc1)C1CCS(=O)(=O)C1 (centres undefined)
-12	-8	COC(=O)CNC(=O)C1Cc2ccccc2CN1S(=O)(=O)c1ccc(F)cc1 (centres undefined)
-10	-2	CN1CCN(c2ccc(NC(=O)c3sc4ccccc4c3Cl)cc2)CC1
-15	20	CSc1cccc(NC(=O)CN(c2cccc(C)c2)S(C)(=O)=O)c1

6 entries picked at random from the list so far, as already listed:
OX1R antag-1	OX1R antag-2	structure
-7	15	CCOC(=O)N1CCC(NC(=O)c2ccc3c(c2)sc2nc(-c4ccccc4)cn23)CC1
-15	7	COc1cc2c(cc1OC)CN(CC(=O)Nc1ccc(F)cc1F)CC2
-10	-2	CN1CCN(c2ccc(NC(=O)c3sc4ccccc4c3Cl)cc2)CC1
-12	-8	COC(=O)CNC(=O)C1Cc2ccccc2CN1S(=O)(=O)c1ccc(F)cc1 (centres undefined)
-32	15	CCOc1nc(C)cc(C)c1S(=O)(=O)c1ccc(Cl)cc1
-15	20	CSc1cccc(NC(=O)CN(c2cccc(C)c2)S(C)(=O)=O)c1

Next part.
OX1R antag-1	OX1R antag-2	structure
-13	7	COc1ccc(S(=O)(=O)NC2CC2)cc1Cl
-26	19	O=C(CCSc1nc(-c2ccco2)cc(C(F)(F)F)n1)N1CCN(c2ccccc2)CC1
-4	8	CCN(CC(=O)Nc1ccc(OC)cc1)C(=O)c1ccc(N2C(=O)CCC2=O)cc1
-18	15	COCC1CCN(Cc2nc(-c3cccs3)no2)C1 (centres undefined)
-10	12	Cc1ccc(S(=O)(=O)N2CCOCC2)cc1C(=O)NCc1ccc(F)cc1
-4	18	CN(C)C(=S)Nc1ccc(Cl)cc1
-18	31	O=C(NCc1ccco1)c1csc(Nc2ccccc2Cl)n1
-25	17	c1ccc(-c2nnc(SCC3CCCO3)nc2-c2ccccc2)cc1 (centres undefined)
-21	3	COc1ccc(C(CNS(=O)(=O)c2ccc(C)cc2)N2CCN(C)CC2)cc1 (centres undefined)
12	20	COc1ccc(-c2[nH]nc3c2C(c2ccccc2OC(=O)N2CCOCC2)C(C#N)=C(N)O3)cc1 (centres undefined)
-9	1	CCCNC(=O)CN1CCN(S(=O)(=O)c2ccc(Br)s2)CC1
-7	19	Cc1ccc(C)c(NC(=O)CCC(=O)NNC(=O)c2cccc([N+](=O)[O-])c2)c1
-9	78*	COc1ccccc1C(=O)Oc1ccc2c(c1)O/C(=C\c1ccncc1)C2=O
-14	10	COC(=O)/C(=C\c1c(OC)cc(OC)cc1OC)C(=O)c1ccc2c(c1)OCO2
-3	5	O=C1C(=O)N(CNc2ccccn2)c2ccccc21
5	11	Cc1ccc2c(c1)c(N=Nc1cccc(C(=O)O)c1)c(O)n2C
-4	8	COC(=O)C1=CN(C)C=C(C(=O)OC)C1c1ccc(Cl)cc1Cl
-23	8	COC(=O)c1ccc(NC(=O)CSc2ccc(-c3ccccn3)nn2)cc1
-17	7	O=C(Nc1ccc(C(=O)N2CCC(N3CCOCC3)CC2)cc1)c1ccc(Br)o1
-17	2	COC(=O)[C@H](C(C)C)N(Cc1ccccc1)S(=O)(=O)CCN1CCCC1
-31	14	O=C1N(Cc2cccc(Cl)c2)C[C@@H]2C[C@@H](c3cccn3-c3nccs3)N3CCC[C@@]123
-12	2	COC(=O)c1cccc(NC(=O)Cc2ccc(OC)cc2)c1C
-18	0	Cc1ccc(Nc2cc(C(=O)NCCCN3CCOCC3)c3ccccc3n2)cc1C
-28	15	c1ccc2c(-c3nc(-c4ccncc4)no3)cccc2c1
-29	22	COc1ccc2nc(Nc3nc(CSc4nc5ccccc5[nH]4)cc(=O)[nH]3)nc(C)c2c1
-8	2	CCCCc1nc2cc(C(=O)N3CCC[C@H]3CO)ccc2o1
-37	19	FC(F)(F)COc1nc(N2CCOCC2)nc(N(c2ccccc2)c2ccccc2)n1
-9	18	CC1COc2ccccc2N1C(=O)c1ccc(Cl)cc1 (centres undefined)
-2	15	O=C(CCN1C(=O)/C(=C\c2ccc(F)cc2)SC1=S)Nc1ccccc1
-11	9	Cc1nn(CC(=O)Nc2ccc(Cl)cn2)c(C)c1Br
-10	11	Cc1nn(C(=O)CCC(=O)NCc2ccccc2Cl)c2ccccc12
-11	7	CC(=O)Nc1ccc(-n2c(C)ccc2C)cc1
-14	19	COc1cc(C)c(-c2cc(C(=O)O)c(C)o2)cc1C(C)C
-10	16	COc1ccc(OC)c(NC(=O)CSc2nc3scc(C)c3c(=O)[nH]2)c1
-29	1	COc1ccc(S(=O)(=O)c2ccccc2)cc1NC(=O)c1c(F)cccc1F
-4	17	CCCCOC(=O)CSc1nc(N)c(C#N)c(-c2ccc(OCC)cc2)c1C#N
-16	10	O=C(CSc1n[nH]c(=O)n1Cc1ccco1)Nc1ccccc1Cl
-34	2	CCN(CC)C(=O)Cn1cc(C(=O)C(=O)N2CCN(Cc3ccccc3)CC2)c2ccccc21
-24	15	CCOC(=O)N1CCN(C(=O)Nc2ccc(NC(=O)N3CCN(C(=O)OCC)CC3)cc2)CC1
-17	13	COC(=O)CN(c1cccc(C)c1)S(=O)(=O)c1ccccc1
-8	15	Cn1c(=O)c2c(nc(Cl)n2CC(=O)NC2(C#N)CCCCC2)n(C)c1=O
-12	5	O=C(CSc1nnc(CNC(=O)c2cccs2)o1)NCc1ccc(F)cc1
-5	11	COCCNC(=O)C1CC2Cn3c(nc4cc5ccccc5cc43)C2N1C (centres undefined)
-17	1	Cc1ccc(NC(=O)Nc2nnc(-c3ccccc3)o2)cc1
-11	8	O=C(CC1Sc2ccccc2NC1=O)OC(C(=O)NCCc1ccccc1)c1cccnc1 (centres undefined)
-23	1	O=C(Nc1cccc(S(=O)(=O)N2CCOCC2)c1)C1CC(=O)N(c2ccc3c(c2)OCCO3)C1 (centres undefined)
-23	10	COc1ccc(N2CCN(S(=O)(=O)c3c(C)[nH]c(C)c3C(=O)N3CCCC3)CC2)cc1
-9	14	CCCCNC(=S)NNC(=O)c1csc2ccccc12
-32	16	COc1ccc(CN2C(=O)C(CC(C)C)Nc3ncnc(N4CCN(c5ccccn5)CC4)c32)cc1 (centres undefined)
-15	19	COc1ccc2c(C(=O)CN3CCC(C)CC3)c[nH]c2c1

Following part
OX1R antag-1	OX1R antag-2	structure
-29	5	O=C(c1ccco1)N1CCN(C(=O)c2ccc(-c3ccc(Cl)cc3)o2)CC1
-28	18	COc1ccccc1NC(=O)CN(Cc1ccco1)C(=O)c1cc2ccccc2o1
-27	22	COCCNC(=O)CCc1c(C)nc2c(c(C)nn2-c2ccc(C)cc2)c1C
-12	9	C=CCON/C(CCC)=C1\C(=O)C(C(=O)OC)C(C)(C)CC1=NC (centres undefined)
-20	3	COc1ccc(Cl)cc1NC(=O)Nn1cnnc1
-25	9	CCCCCC(=O)Nc1ncc2c(n1)CC(c1cccs1)CC2=O (centres undefined)
6	-1	COc1cccc(NC(=O)c2cccnn2)c1
-13	35	Cc1ccc(S(=O)(=O)NCCC(=O)N2CCN(c3cccc(Cl)c3)CC2)cc1C
-3	5	O=C(NCCN1CCOCC1)C1CCN(c2nc3ccccc3o2)CC1
-33	-7	CCCCNC(=O)CCc1nc2cccnc2n1Cc1ccccc1
-25	16	Fc1ccccc1Cc1noc(CN2CCC(OCc3cccnc3)CC2)n1
-28	25	O=C(c1ccc(Cl)c(S(=O)(=O)N2CCCCCC2)c1)N1CCN(c2ccccc2O)CC1
-22	9	CC(C)C(=O)Nc1cccc(C(=O)NCc2ccc(S(N)(=O)=O)cc2)c1
-33	-4	COc1cccc(NC(=O)CN(C)CC(=O)c2c(N)n(Cc3ccccc3)c(=O)n(C)c2=O)c1
-9	4	O=C(CSc1nc2ncc(Cl)cc2[nH]1)NCC(=O)Nc1ccc(F)c(F)c1F
-27	13	Cn1c(N)c(C(=O)COC(=O)c2cccc(S(=O)(=O)N3CCOCC3)c2)c(=O)n(C)c1=O
-2	10	CC1(C)CC(=O)C2=C(C1)Nc1ncnn1C2c1ccccn1 (centres undefined)
-18	16	CC(NC(=O)COc1cccnc1[N+](=O)[O-])c1ccc(Cl)cc1 (centres undefined)
-34	9	O=C(Nc1ccccc1N1CCCC1)c1cccc(F)c1
-11	12	Cc1cc(C)c([N+](=O)[O-])cc1NC(=O)CCS(=O)(=O)c1ccccc1
-7	9	O=C(NCCc1ccccc1)c1c(F)cccc1F
-10	10	COc1ccc(OC)c(Cc2nnc(CCC(=O)NC(C3CC3)C3CC3)o2)c1
-7	18	O=C(CSCc1ccc(Br)cc1)N=Nc1c(O)[nH]c2ccccc12
-22	13	COc1ccc2cc(C(c3nnnn3CCc3ccccc3)N3CCCC(C)C3)c(=O)[nH]c2c1 (centres undefined)
